From PubChem
Scp-1 inhibitor: Scp-1 (human) phosphatase inhibition; Recombinant Scp1, phosphopeptide, malachite green phosphate absorbance; inhibition, % at 20 µM; hit rate 0.88% among 340,000; Q9GZU7;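 active means inhibition above about 50% at 20 µM, limit read from the data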;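 further: plate controls were DMSO wells with enzyme for no effect and wells lacking enzyme for full effect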
Target sequence (Q9GZU7 76-261 limits assumed): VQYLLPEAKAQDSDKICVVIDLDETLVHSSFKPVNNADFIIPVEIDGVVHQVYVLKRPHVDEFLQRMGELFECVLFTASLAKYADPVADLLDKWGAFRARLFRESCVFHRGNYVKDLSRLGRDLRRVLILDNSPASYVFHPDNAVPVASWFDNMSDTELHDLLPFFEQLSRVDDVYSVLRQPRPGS
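assay system = SCP-1 phosphatase catalytic domain, residues 76-261 | buffer or medium = 50 mM Tris acetate pH 5.5, 0.005% Tween-20, 10 mM MgCl2 | incubation = enzyme reaction 45 min at room temperature, colour 5 min, stabilisation 30 min | signal = Phosphate-binding colour reagent, absorbance read at 630 nm | measure = % inhibition at 20 µM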
TbMetRS inhib: Trypanosoma brucei MetRS inhibition | purified T. brucei MetRS, ATP depletion, Kinase-Glo luminescence | inhibition, % at 11.9 µM | hit rate 0.4% among 360,000 | AID 624268;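 active means inhibition above a per-plate cutoff of the control wells' mean inhibition plus 3 SD, cut at about 5.5% in these data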;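 further: 0% = DMSO wells median and 100% = median of wells with control inhibitor compound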
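Material: T. brucei methionyl-tRNA synthetase, purified; reagent: substrates ATP, L-methionine and bulk Escherichia coli tRNA; dosing: 11.9 µM single point; timing: 15 min plus 2 h at 25 °C; detection: luminescence of leftover ATP; evaluation: % inhibition; control set: DMSO-only wells as low control; replicates: singlicate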
Rpn11 block: blocks the human proteasome subunit Rpn11; O00487; human 26S proteasome, Ub4-pepOG fluorescence polarization; 20S core pre-blocked with epoxomicin; calls only at 20 µM; hit rate 0.59% among 360,000;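 active means inhibition at 20 µM, scaled to each plate's controls, above about 33%, limit read from the data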
MsrA inhibitor: inhibits bovine methionine sulfoxide reductase A | AID 651718 | purified bovine MsrA, absorbance read-out | inhibition, % at 15.5 µM | hit rate 0.75% among 360,000; in the data active means inhibition above about 4.5%;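 further: 0% = vehicle wells with enzyme and 100% = reference inhibitor wells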
CSN inh: inhibitors of human CSN-mediated cullin deneddylation | Q92905 | Purified CSN, SCF-Nedd8-OG deneddylation, fluorescence polarization | inhibition, % at 12.5 µM | hit rate 0.38% among 360,000;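 active means pattern-corrected inhibition above about 35%, with an unprinted fluorescence ratio check between 0.5 and 1.5, limit read from the data, passing the limit was not always enough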;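 further: 0% = enzyme with substrate and 100% = substrate without enzyme; some results filed as inactive read as strong as hits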
Target sequence (Q92905 whole entry, looked up, one chain of several): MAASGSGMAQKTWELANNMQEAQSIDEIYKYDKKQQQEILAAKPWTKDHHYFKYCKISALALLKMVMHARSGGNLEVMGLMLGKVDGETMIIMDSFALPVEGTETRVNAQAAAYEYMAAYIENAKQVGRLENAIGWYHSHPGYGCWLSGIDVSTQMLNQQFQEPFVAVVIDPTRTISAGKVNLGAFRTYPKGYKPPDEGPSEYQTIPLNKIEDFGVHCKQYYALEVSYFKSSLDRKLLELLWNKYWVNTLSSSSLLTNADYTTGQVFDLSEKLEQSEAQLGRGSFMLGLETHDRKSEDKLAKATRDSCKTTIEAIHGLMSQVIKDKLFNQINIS
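Material: human Csn5 produced in HEK293T cells; Input: enzyme 0.24 nM; Reagent: SCFSkp2-Nedd8OG substrate at 10 nM final; Dosing: 12.5 µM compound; Incubation: 90 min reaction at room temperature; Detection: fluorescence polarization of the substrate; Evaluation: % inhibition of substrate cleavage by Csn5; Control set: substrate-only high control, full reaction low control.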
LMPTP inh: blocks human LMPTP phosphatase; AID 651560; recombinant LMPTP-A, OMFP fluorogenic substrate, fluorescence intensity; hit rate 0.22% among 360,000; P24666; inhibition, % at 20 µM;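 active means compounds that cut the enzyme signal by at least half of the control window in the single-dose screen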;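 further: plate controls were DMSO wells with enzyme plus substrate for no effect and substrate without enzyme for full effect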
Target sequence (P24666 whole entry, looked up): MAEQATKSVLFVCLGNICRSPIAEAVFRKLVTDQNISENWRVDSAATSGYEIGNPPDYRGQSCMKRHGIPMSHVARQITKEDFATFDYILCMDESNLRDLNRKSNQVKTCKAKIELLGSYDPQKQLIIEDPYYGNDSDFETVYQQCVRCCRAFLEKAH
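Test system: LMPTP-A phosphatase enzyme; input: 0.625 nM LMPTP-A final; reagent: OMFP substrate, 400 µM final; compound dosing: 20 µM single dose, 3% DMSO; incubation: 50 min dark incubation at room temperature; measured by: endpoint fluorescence intensity from OMFP dephosphorylation; measure: % inhibition relative to no-enzyme and uninhibited control wells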
STEP inh: inhibitors of human striatal-enriched phosphatase STEP | recombinant STEP, OMFP fluorogenic substrate, fluorescence | inhibition, % at 20 µM | hit rate 0.25% among 360,000 | AID 588621;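 active means inhibition at 20 µM, scaled per plate between control wells, above about 37%, limit read from the data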;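 further: 0% = DMSO with enzyme and substrate and 100% = substrate only without enzyme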
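material = STEP tyrosine phosphatase | reagent = fluorogenic phosphatase substrate OMFP at 25 µM final | doses = single compound dose of 20 µM, 1% DMSO final | schedule = 20 min reaction, room temperature, in the dark | measured by = fluorescence, 480/540 nm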
SUMO1 PPI mod: SUMO1-SIM interaction modulation | P63165 | SUMO1 binding to a labelled peptide, TR-FRET, 1 h | inhibition, % at 20 µM | hit rate 0.33% among 360,000 | AID 602429; in the data active means inhibition above about 37%
Target sequence (P63165 whole entry, looked up): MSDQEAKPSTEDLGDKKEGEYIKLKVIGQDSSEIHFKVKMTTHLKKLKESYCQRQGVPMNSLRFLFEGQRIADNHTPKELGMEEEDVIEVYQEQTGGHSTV
NadD block: inhibitors of Staphylococcus aureus NadD; purified NadD enzyme, colorimetric absorbance read-out; inhibition, % at 20 µM; hit rate 0.78% among 360,000; AID 602399; in the data active means inhibition above about 26%; further: some compounds past the cut are filed as inactive
DNMT1 inh: DNMT1 (human) enzyme inhibition; P26358; DNMT1 molecular beacon, Hinp1I cleavage, fluorescence; inhibition (reported as % activation of signal), % at 10 µM; hit rate 0.83% among 360,000; AID 588458; in the data active means inhibition above about 50%
An asterisk follows results filed as active; i = inactive; / = not tested or not shown; + = active, no number.

LMPTP inh	Rpn11 block	SUMO1 PPI mod	MsrA inhibitor	CSN inh	Scp-1 inhibitor	NadD block	TbMetRS inhib	DNMT1 inh	STEP inh	Compound
0.2	i	-1	0.6	3	-2	0	-0.1	-14	-2	COc1cc2c(cc1OC)CN(CC(=O)Nc1ccc(C)cc1)CC2
-1.6	i	-3	-0.4	4	0	-2	-0.2	-2	-4	CC(C)CNS(=O)(=O)c1cc(C(=O)N2CC(C)OC(C)C2)c(Cl)cc1Cl (centres undefined)
0.2	i	-3	0.0	2	-7	11	-0.4	-1	2	O=C(NC(=S)Nn1cnnc1)c1cccc(Br)c1
0.3	i	2	-0.4	-5	-3	-4	0.2	-1	-4	CC(C)c1nc(CNC(=O)c2ccc(OC3CCN(Cc4ccccn4)CC3)cc2)cs1
0.7	i	-5	0.2	2	-4	-5	-0.3	-3	0	CC(C)C(=O)Nc1nc(-c2ccc(S(=O)(=O)N3CCOCC3)cc2)cs1
-1.7	i	3	-0.8	3	-5	3	-0.6	0	-2	O=C(CN1CCN(C(=O)c2ccccc2)CC1)Nc1ccccc1
-1.6	i	-1	-1.3	0	-4	-10	-0.7	-1	-7	COC(=O)c1ccc(COC(=O)c2ccc(S(=O)(=O)N3CCC(C)CC3)cc2)o1
0.0	i	2	-0.9	-3	-4	1	-0.3	4	-1	CCC1=C(OC(=O)N(CC)CC)N2C(=O)OC(=NCCOC)[C@]2(Cc2ccccc2)[C@H]2C1=CC[C@H]1C(=O)N(CC(=O)OC)C(=O)[C@H]12
-0.6	i	-1	-0.1	1	-6	6	-0.4	-5	-4	CCOC(=O)CNC(=O)CSc1nc2sc(C)c(C)c2c(=O)n1C
-0.8	i	1	0.5	-2	0	0	-0.3	2	2	CC1C(=O)Nc2ccccc2N1C(=O)c1ccc(F)cc1F (centres undefined)
-2.6	i	-9	-0.1	6	4	-2	-1.0	11	-2	COc1ccc2ccccc2c1/C=N/n1cnnc1
0.0	i	-1	1.3	0	4	-9	0.5	0	2	COc1cccc(CN(C)CC(O)COC(c2ccccc2)c2ccccc2C)c1 (centres undefined)
-6.7	i	-44	-0.5	4	-10	-2	-0.1	-7	2	COc1ccc(CNCCCNCc2ccc(OC)c(OC)c2)cc1OC
0.1	i	2	-0.7	2	-8	10	-0.7	-1	1	CCn1cc(C(=O)NCC2COc3ccccc3O2)c2cc(OC)c(OC)cc2c1=O (centres undefined)
0.2	i	2	0.6	2	-5	11	0.0	-2	2	O=C(NCc1cccnc1)C(=O)Nc1nc2ccccc2s1
0.4	i	6	-0.3	-6	-2	0	0.1	7	-2	CCn1nc(C(=O)NNC(=O)c2ccccc2OCc2c(C)noc2C)c2ccccc2c1=O
0.0	i	1	1.6	4	-4	-9	-0.2	-1	-2	Cc1ccc(NC(=O)CCCC(=O)OC(C)C(=O)c2ccccc2)cc1 (centres undefined)
-0.6	i	-10	1.8	1	-2	-1	-0.5	-8	1	COc1ccccc1Nc1nc(NCCO)nc(N)c1[N+](=O)[O-]
-1.1	i	2	0.5	-6	-8	-6	0.1	0	-4	COc1ccccc1-n1cccc1C=O
0.0	i	-1	-1.5	-2	3	-3	0.0	-1	-1	O=C(CCNC(=O)C1CCN(S(=O)(=O)c2ccccc2)CC1)NCCc1cccc(F)c1
1.0	i	-7	-1.5	0	-16	24	-0.3	-4	4	COc1ccccc1/C=C1/C(=O)N(c2cc(C)cc(C)c2)C(c2cccc([N+](=O)[O-])c2)S1(=O)=O (centres undefined)
1.3	+	4	0.5	11	1	13	-0.8	-7	-3	CC(C)S(=O)(=O)C1=NSC2=NC(=O)/C(=C\c3ccc(-c4ccccc4)o3)C(=N)N21
2.5	i	-4	0.3	-6	-10	-8	-0.3	-1	-2	O=C(Nc1ccc(C(=O)Oc2ccccc2)c(O)c1)c1ccccc1
-1.3	i	2	-1.6	1	2	-1	-0.3	1	0	COc1ccc(C(=O)OCC(=O)N2CCC(C)CC2)cc1S(=O)(=O)N1CCOCC1
-0.9	i	0	-0.3	0	-8	-1	-0.6	1	-4	O=C(Nc1ccc(OC(=O)c2cccnc2)cc1)c1cccnc1
-1.0	i	-2	1.4	-6	-4	-7	-1.0	2	-2	O=C(NCCCCCCCCCNC(=O)C(F)(F)F)C(F)(F)F
-1.2	i	-25	0.4	-5	-13	8	4.4	2	-1	COc1ccc(N(C)C(=O)Nc2ccc3nsnc3c2)cc1
1.4	i	-1	3.4	-2	-14	0	-0.3	0	2	CCn1c(SCc2ccc(F)cc2)nc2c(c1=O)SCC2
0.6	i	1	0.1	-2	-11	-1	0.0	-2	0	Cc1oc(-c2ccccc2Cl)nc1CS(=O)CC(=O)N1CCN(c2ccccc2)CC1 (centres undefined)
-1.0	i	3	-1.6	0	-7	-5	-0.2	14	0	O=C(CCSCCC(=O)Nc1c(F)c(F)c(F)c(F)c1F)Nc1c(F)c(F)c(F)c(F)c1F
-0.5	i	-1	-0.9	-2	6	-6	0.2	3	0	Cc1cccc(NC(=O)CCNS(=O)(=O)c2ccc3[nH]c(=O)oc3c2)c1
-0.4	i	1	-0.7	-1	-8	0	0.8	2	-1	CCCc1cc(C(=O)Nc2ccc(C)cc2)no1
-0.2	i	-5	0.9	8	-11	4	0.0	0	-1	O=C(CNC(=O)c1ccc(Cl)cc1)OCC(=O)N1CCCC1
-0.5	i	-2	2.4	0	-3	0	0.5	6	2	CC1(C)CC(=O)C(/C=N/c2ccccn2)=C(O)C1
-0.9	i	-18	2.8	3	-10	-6	-0.5	2	-4	CCOC(=O)C1=NN(c2ccc(C)cc2)CC1C(=O)OC (centres undefined)
-0.7	i	-1	-0.2	4	4	2	-0.8	8	-4	Cc1ccc(Cl)cc1NC(=O)COC(=O)Cn1cnc2c1c(=O)n(C)c(=O)n2C
-1.2	i	-15	0.8	2	-11	4	0.4	2	-2	Cn1c(N)c(C(=O)Nc2c(Cl)cccc2Cl)sc1=S
-0.2	i	3	1.1	-1	-7	-8	-0.1	-5	0	CCCC(=O)NC(=S)Nc1cccc(NC(=O)c2ccccc2)c1
0.2	i	2	-0.3	3	-5	0	-0.4	1	-4	COc1ccccc1N1CC(C(=O)Nc2nc(C)cs2)CC1=O (centres undefined)
6.9	i	-37	0.6	7	-4	-2	0.0	0	1	Cc1c(Nc2c3ccccc3nc3ccccc23)c(=O)n(-c2ccccc2)n1C

A draw from above in order of formula weight, largest number first.
LMPTP inh	Rpn11 block	SUMO1 PPI mod	MsrA inhibitor	CSN inh	Scp-1 inhibitor	NadD block	TbMetRS inhib	DNMT1 inh	STEP inh	Compound
1.0	i	-7	-1.5	0	-16	24	-0.3	-4	4	COc1ccccc1/C=C1/C(=O)N(c2cc(C)cc(C)c2)C(c2cccc([N+](=O)[O-])c2)S1(=O)=O (centres undefined)
0.6	i	1	0.1	-2	-11	-1	0.0	-2	0	Cc1oc(-c2ccccc2Cl)nc1CS(=O)CC(=O)N1CCN(c2ccccc2)CC1 (centres undefined)
-0.5	i	-1	-0.9	-2	6	-6	0.2	3	0	Cc1cccc(NC(=O)CCNS(=O)(=O)c2ccc3[nH]c(=O)oc3c2)c1
-1.2	i	-25	0.4	-5	-13	8	4.4	2	-1	COc1ccc(N(C)C(=O)Nc2ccc3nsnc3c2)cc1

Next section:
LMPTP inh	Rpn11 block	SUMO1 PPI mod	MsrA inhibitor	CSN inh	Scp-1 inhibitor	NadD block	TbMetRS inhib	DNMT1 inh	STEP inh	Compound
-0.1	i	-2	-0.4	13	-4	5	-0.3	-6	-1	Cc1ccsc1-c1nc(CN2C[C@@H](C)O[C@@H](C)C2)c(C)o1
-2.6	i	-11	5.9*	-2	-12	0	-0.1	-1	0	COc1ccc(C2=NS(=O)(=O)N(C)C(C(=O)N3CCN(C)CC3)=C2)cc1
-2.9	i	-4	0.7	1	-2	5	-1.2	-1	-2	COc1ccc(CCN(C)C(=O)N2CCOCC2)cc1OC
-2.2	i	3	0.4	-4	67*	8	-0.8	1	0	Cc1cc(C)c2c(=O)[nH]c(SCC(=O)NCCc3ccccc3)nc2n1
-0.6	i	4	0.8	1	0	-7	-0.6	-1	8	COc1ccc(CC(=O)NCCC2=CCCCC2)cc1
0.5	i	0	-0.3	0	-3	-9	-0.6	-2	-2	CC1Cc2ccccc2N1CC(=O)NC(=O)NC1CCCC1 (centres undefined)
-1.4	i	4	0.6	-3	-3	-4	0.0	4	0	CCOC(=O)C[C@H]1c2cc(F)ccc2S(=O)(=O)N1C1CCCCC1
-1.2	i	-9	2.1	5	-12	-1	-0.4	-2	3	CCOC(=O)Nc1ccc([N+](=O)[O-])cc1C
0.6	/	2	0.5	-4	/	-3	-0.5	/	/	COc1cccc(CNC(=O)[C@@H]2CCCN2C(=O)[C@@H]2CCCN2)c1
-0.4	i	-21	1.1	0	-9	-8	-1.0	2	-3	O=Cc1c(Sc2ccccc2)nc2ccccn2c1=O
0.0	i	-2	0.3	4	3	7	-0.2	-4	2	COc1ccc(C(C)=O)cc1COC(=O)c1ccc(S(=O)(=O)N2CCOCC2)cc1
-2.1	i	6	0.6	0	-3	5	-0.5	-1	2	CCn1nnc(-c2ccccc2NC(=O)C(F)(F)F)n1
-1.0	i	3	-1.0	-3	-6	-2	0.5	3	2	CC1Cc2cc(S(=O)(=O)NCc3ccccc3)ccc2N1C(=O)C1CCC1 (centres undefined)
1.2	i	1	-0.4	0	-8	16	-0.6	-3	-4	O=C1c2ccccc2NC(c2ccc(-c3cccc(Cl)c3)o2)N1O (centres undefined)
-1.1	i	2	-0.3	-3	-1	-7	0.4	-2	-1	O=C(CSc1nnnn1C1CCCCC1)NNC(=O)c1ccco1
1.9	i	-7	-0.4	2	/	1	0.1	-13	-2	Brc1cccc(-c2nc3c4ccccc4ccn3c2Cc2ccsc2)c1
-0.5	i	3	-0.4	3	2	-8	-0.4	1	1	O=C(NC1CCCCCC1)c1cc(S(=O)(=O)N2CCC3(CC2)OCCO3)ccc1F
0.3	i	-2	0.9	2	/	-3	-0.4	-3	1	c1ccc(NN(Cc2ccccn2)c2ccccc2)cc1
-1.1	i	-2	1.5	2	-5	0	0.1	68*	-1	CC(=O)c1ccc(-n2nnnc2SCC(=O)NC2CCCCC2)cc1
-1.0	i	-2	-0.5	-1	-7	0	-1.1	2	-1	COCC(C)n1c(C)cc(C(=O)COC(=O)CCc2nc3ccccc3c(=O)[nH]2)c1C (centres undefined)

Compounds were not picked by outcome. Share with any hit: about 3.9%.
